Source: PubChem BioAssay (several laboratories)
TRPC4 potent: allosterically enhances the mouse TRPC4 cation channel. Q9QUQ5. HEK293 TRPC4beta/mu-opioid, DAMGO EC20, Fluo-4 Ca2+ flux; stronger effect = higher value. B-score at 10 µM. actives 0.42% (n = 310,000). AID 2227;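 active = B-score of calcium response area above 5 SD of library B-scores, with initial fluorescence ratio within 5 SD of library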;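 note: B-score of integrated fluorescence ratio over time as area under calcium response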
Target sequence (Q9QUQ5 whole entry, looked up): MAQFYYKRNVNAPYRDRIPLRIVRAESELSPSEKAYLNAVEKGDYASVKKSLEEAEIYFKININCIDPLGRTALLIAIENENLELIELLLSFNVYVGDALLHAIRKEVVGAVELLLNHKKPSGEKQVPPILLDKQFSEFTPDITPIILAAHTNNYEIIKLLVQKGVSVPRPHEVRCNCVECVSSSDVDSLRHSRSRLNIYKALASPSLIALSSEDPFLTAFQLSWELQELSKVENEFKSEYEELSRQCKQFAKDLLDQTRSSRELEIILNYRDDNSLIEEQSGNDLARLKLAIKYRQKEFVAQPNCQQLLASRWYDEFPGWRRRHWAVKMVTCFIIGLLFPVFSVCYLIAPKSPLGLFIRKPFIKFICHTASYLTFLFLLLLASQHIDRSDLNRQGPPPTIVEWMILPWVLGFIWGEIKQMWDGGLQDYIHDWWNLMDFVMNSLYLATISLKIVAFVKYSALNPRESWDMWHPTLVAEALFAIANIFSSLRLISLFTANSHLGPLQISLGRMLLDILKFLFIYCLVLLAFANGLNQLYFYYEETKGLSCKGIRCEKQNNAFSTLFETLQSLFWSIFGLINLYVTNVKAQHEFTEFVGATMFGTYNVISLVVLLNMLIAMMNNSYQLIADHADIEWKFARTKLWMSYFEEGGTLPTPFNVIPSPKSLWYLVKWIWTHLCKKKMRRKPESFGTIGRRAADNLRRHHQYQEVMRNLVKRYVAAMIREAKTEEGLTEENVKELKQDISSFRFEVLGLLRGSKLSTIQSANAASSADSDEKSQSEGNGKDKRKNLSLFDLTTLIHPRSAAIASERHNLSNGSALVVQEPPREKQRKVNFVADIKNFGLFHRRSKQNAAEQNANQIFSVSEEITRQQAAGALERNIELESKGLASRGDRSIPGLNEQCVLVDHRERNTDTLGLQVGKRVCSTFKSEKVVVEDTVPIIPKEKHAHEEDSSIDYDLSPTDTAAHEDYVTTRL
TRPC4 act: opens the mouse TRPC4 cation channel; HEK293 TRPC4beta/mu-opioid, Fluo4 calcium fluorescence; stronger effect = higher value; B-score at 10 µM; actives 0.49% (n = 310,000); AID 2237;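 active = B-score above 5 SD of library B-scores, and initial fluorescence ratio not above library mean plus 5 SD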;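 note: positive B-score marks a calcium rise read as TRPC4 activation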
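System – HEK293 cells stably co-expressing mouse TRPC4beta and mu-opioid receptor · Signal – Fluo4 calcium-sensitive dye fluorescence, kinetic, 1 Hz baseline · Benchmarks – buffer (low) and maximal DAMGO (high) · Read-out – B score of integrated fluorescence ratio per well · Incubation – dye loading 45 min room temperature, 110 s kinetic read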
TRPC6 activator: activators of mouse TRPC6 channel | B-score at 10 µM | actives 0.13% (n = 310,000) | HEK293-TRPC6 membrane potential dye fluorescence; stronger effect = higher value;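 active = B-score of the integrated fluorescence ratio above library mean plus 3 SD, and starting fluorescence ratio within library mean plus 5 SD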;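 note: higher score means more depolarization so channel activation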
TRPC4 inh: TRPC4 (mouse) channel inhibition | AID 2247 | B-score at 10 µM | actives 0.39% (n = 300,000) | HEK293 TRPC4beta/mu-opioid, DAMGO-evoked Fluo4 calcium flux; stronger effect = lower value;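 active = B-score over 3 SD under the library average, no early fluorescence shift, positive overall ratio signal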
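Assay system – HEK293 line stably carrying TRPC4beta and mu-opioid receptor · Doses – single dose · Detection – Fluo4 calcium-dye fluorescence, kinetic read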
MrgX1 ag: human MrgX1 receptor agonism, primary screen | Q96LB2 | MrgX1-HEK293 cells, Fluo-4 calcium fluorescence, agonist mode; stronger effect = higher value | B-score at 10 µM | actives 0.44% (n = 310,000) | AID 588627;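 active = calcium response B-score plate-corrected fluorescence ratio at least 3 library SD, with starting fluorescence B-score inside 5 SD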
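Assay system: stable human MrgX1 HEK293 cell line. Quantity: 15,000 cells per well. Schedule: cells plated overnight, dye loaded 0.5 h 37 °C, 0.5 h room temperature. Detection: Fluo-4 NW calcium-flux fluorescence, kinetic read. Read-out basis: peak-minus-minimum fluorescence over baseline, converted to B scores. Control set: positive and negative control wells on each plate.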
HIF act: HIF pathway transcriptional activation | U2OS HRE-luciferase reporter, luminescence; normalized: DMSO 0%, desferrioxamine 100% | activation, % at 7.5 µM (by protocol) | actives 0.32% (n = 300,000) | AID 1910;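 active = mean activation of at least 10% of the iron chelator positive control signal, with at least half of replicates also reaching 10%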
MrgX1 antagonist: human MrgX1 receptor antagonism, primary screen. MRGX1-HEK293 calcium flux, Fluo-4, BAM8-22 antagonism; stronger effect = lower value. B-score at 10 µM. actives 1.3% (n = 310,000);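 active = calcium-response B-score plate-corrected more than 3 library SD below zero, starting fluorescence within 5 deviations, no agonist response on first addition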;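 note: peak minus trough fluorescence over baseline after final BAM8-22 challenge near maximal dose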
MrgX1 PAM: human MrgX1 positive allosteric modulation, primary screen; Q96LB2; MrgX1-HEK293, Fluo-4 calcium flux, FDSS; stronger effect = higher value; B-score at 10 µM; actives 0.63% (n = 310,000); AID 588675;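 active = plate-corrected calcium response at least 3 library SD above typical, normal starting fluorescence, not activating the receptor alone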;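 note: compound read alongside a low EC10 to EC30 dose of BAM8-22 agonist; peak minus trough fluorescence over baseline measured at the second addition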
AI-2 QS mod: modulates the Vibrio harveyi AI-2 quorum sensing system; Vibrio harveyi JMH597 AI-2 luminescence/OD600 ratio, 9 h; stronger effect = lower value; strain lacks LuxN and CqsS sensors; 0 = neutral-control median; activity change, % at 7.5 µM; actives 0.4% (n = 300,000); AID 2094; in the data active = activity change below about -75%, passing the limit was not always enough;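 note: luminescence divided by OD600 gain over 9 h not by final OD600 alone; inactives centre near 13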
TRPC6 inhibitor: blocks the mouse TRPC6 cation channel. Q61143. actives 1.1% (n = 310,000). HEK293-TRPC6, membrane potential dye, ACh-evoked depolarization; stronger effect = lower value. B-score at 10 µM;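 active = B-score under library mean minus 3 SD, initial fluorescence not abnormally high, positive integrated signal ratio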;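 note: B-score derived from integrated fluorescence ratio over the kinetic read; more negative B-score means stronger inhibition of depolarization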
PolyA inh: blocks polyadenylation in yeast reporter cells. calls only at 12 µM. S. cerevisiae SKY197-pL101 polyadenylation reporter, beta-gal luminescence; efflux-impaired pdr1/pdr3 knockout yeast; score 100 = 6 SD above DMSO. actives 0.02% (n = 300,000);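 active = lowest replicate activity score at least 50, where 100 means six control SD above control mean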;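 note: yeast exposed to compound for 9 h at 30 °C; higher score means more reporter readthrough which indicates perturbed polyadenylation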
Numbers without * were called inactive; i = inactive; . = no result given. An excerpt; rates above refer to the full screens.

structure,TRPC4 potent,TRPC4 act,TRPC6 activator,TRPC4 inh,MrgX1 ag,HIF act,MrgX1 antagonist,MrgX1 PAM,AI-2 QS mod,TRPC6 inhibitor,PolyA inh
Cc1cccc(C)c1NC(=O)CNC(=O)C12CC3CC(CC(O)(C3)C1)C2,i,i,i,i,i,-0.3,-4.89*,i,9.2,i,i
O=C(Oc1cccc(-n2cnnn2)c1)c1ccccc1Cl,i,i,i,i,i,0.0,i,i,5.8,i,i
O=C(NCc1ccc(Cl)cc1)N1CCN(S(=O)(=O)c2ccccc2)CC1,i,i,i,i,i,-0.3,i,i,16.5,i,i
CCn1c(N)nc2ccccc21,i,i,i,i,i,0.7,i,i,17.3,i,i
CCCCOc1ccc(CSc2nc(C)[nH]c2[N+](=O)[O-])cc1[N+](=O)[O-],i,i,i,i,i,-0.1,i,i,11.0,i,i
COC(=O)c1[nH]c2cc(C)ccc2c1NC(=O)CN1CCN(C(=O)c2ccco2)CC1,i,i,i,i,i,.,i,i,0.3,i,i
CC(=O)N(C)c1ccc(OCC(O)Cn2c3ccc(Cl)cc3c3cc(Cl)ccc32)cc1 (stereo not given),i,i,i,i,i,-1.6,i,i,8.2,i,i
Cc1nc([N+](=O)[O-])c(SCC(O)CCl)n1Cc1ccc(Cl)cc1 (stereo not given),i,i,i,i,i,-0.5,i,i,-0.3,i,i
CC1=C(C(=O)Nc2ccccc2C(=O)NC2CCCCC2)SCCO1,i,i,i,i,i,0.6,i,i,18.8,i,i
O=C(Nc1ccccc1N1CCCC1)c1ccc(Cl)c(S(=O)(=O)N2CCOCC2)c1,i,i,i,i,i,-0.4,i,i,27.5,i,i
COc1ccc2c(c1)c(C(=O)N/N=C/c1cccc(O)c1)c(C)n2C,i,i,i,i,i,-0.8,i,i,11.1,i,i
COc1cccc(-n2cc(CNCc3c(C(=O)N(C)C)nc4ccc(Cl)cn34)cn2)c1,i,i,i,i,i,-0.1,i,i,11.0,i,i
Cc1cc(C)n2[nH]c(=O)c(N=Nc3ccc(S(N)(=O)=O)cc3)c2n1,i,i,i,i,i,0.1,i,i,23.1,-14.6*,i
O=C1CCC(=O)N(c2ccccc2)N1,i,i,i,i,i,1.2,i,i,7.8,i,i
COc1ccc2cc(C(=O)NCCO)sc(=O)c2c1OC,i,i,i,i,i,0.1,i,i,21.5,i,i
Cc1c(C(=O)OCC(=O)Nc2ccc(S(N)(=O)=O)cc2)oc2c1ccc1ccccc12,i,i,i,i,i,-2.1,i,i,12.8,i,i
Cc1ccc(S(=O)(=O)Cc2ccc(C(=O)N3CCC(C)CC3)cc2)cc1,i,i,i,i,i,-0.3,i,i,4.4,i,i
CC(C)C(=O)NC(=S)Nc1ccccc1N1CCN(C(=O)c2ccc(Cl)cc2)CC1,i,i,i,i,i,-0.1,i,i,9.2,i,i
CSc1nnc(CSCc2ccc(Cl)cc2Cl)n1-c1ccccc1,i,i,i,i,i,-0.7,i,i,-1.2,i,.
CCOC(=O)C1C(=O)NCC2CCCC21 (stereo not given),i,i,i,i,i,-0.1,i,i,18.8,i,i
COc1ccc(-c2cc(C(=O)N/N=C/c3sccc3C)c3ccccc3n2)c(OC)c1,i,i,i,i,i,1.8,i,i,-9.8,i,i
N#Cc1ccc(C(=O)CN2CCN(c3ccccc3)CC2)cc1,i,i,i,i,i,0.4,i,i,2.7,i,i
CCN(CC)C(=O)Cn1c(C)c(/C=C/c2cc[n+](C)cc2)c2ccccc21,i,i,i,i,i,-2.2,i,i,10.4,i,i
O=C(NC1CCN(S(=O)(=O)c2ccccc2F)CC1)c1ccco1,i,i,i,i,i,-0.3,i,i,5.3,i,i
O=C(c1ccccc1)c1ccc(N2CCCC2)cc1,i,i,i,i,i,5.5,i,i,12.3,i,i
CC(Oc1cc(F)ccc1[N+](=O)[O-])C(=O)Nc1ccc(S(=O)(=O)N2CCCC2)cc1 (stereo not given),i,i,i,i,i,-0.6,i,i,12.1,i,i
Cc1[nH]c2ccccc2c1C(=O)Cn1c(=O)oc2ccccc21,i,i,i,i,i,-0.6,i,i,6.4,i,i
CCCn1c(C)cs/c1=N\C(=S)Nc1ccccc1,i,i,i,i,i,0.6,i,i,19.8,i,i
Cc1cccc2cc(COC(=O)C(C)C)c(=O)[nH]c12,i,i,i,i,i,-0.1,i,i,34.5,i,i
O=C(c1c[nH]c(C(=O)C(Cl)(Cl)Cl)c1)c1c(F)cccc1F,i,i,i,i,i,0.3,i,i,-6.2,i,i
O=S(=O)(Nc1cccc(-c2ccc3nncn3n2)c1)c1cc(F)ccc1F,i,i,i,i,45.1*,0.4,i,i,2.5,i,i
O=[N+]([O-])c1ccccc1/C=N/Nc1nccnc1Cl,i,i,i,i,i,1.9,i,i,17.9,i,i
COC(=O)C(NC(=O)c1ccccc1C(=O)O)c1ccc2ccccc2c1 (stereo not given),i,i,i,i,i,-1.3,i,i,10.4,i,i
O=C1OCCC1Sc1ncnc2sccc12 (stereo not given),i,i,i,i,i,-1.1,i,i,11.2,i,i
Cc1ccc(-c2nc3sc(C#N)c(N)n3c(=O)c2C#N)cc1,i,i,i,i,i,0.9,i,i,16.9,i,i
O=C1c2ccccc2C(=O)N1CCc1nc(-c2ccccn2)no1,i,i,i,i,i,1.3,i,i,17.1,i,i
O=C(NC1CCCC1)C(c1ccncc1)N(C(=O)c1csnn1)C1CCCC1 (stereo not given),i,i,i,i,i,-0.5,i,i,6.2,i,i
COc1ccc(CNC(=O)Oc2ccccc2)cc1Cl,i,i,i,i,i,-1.6,i,i,-80.4*,i,i
CCC(Oc1ccccc1)C(=O)Nc1ccc(C)c(S(=O)(=O)N2CCOCC2)c1 (stereo not given),i,i,i,i,i,1.8,i,i,8.2,i,i
O=C(CN1CCc2ccccc21)NCc1ccccc1Cl,i,i,i,i,i,0.3,i,i,9.2,i,i
COCC(=O)Nc1nnc(-c2ccc(C(C)(C)C)cc2)s1,i,i,i,i,i,1.0,i,i,-44.4,i,i
COC(=O)c1cc(=O)nc2sc3cc(OC)ccc3n12,i,i,i,i,i,-0.3,i,i,23.2,i,i
O=c1c2ccccc2c2ccccc2c(=O)n1CC1CCCO1 (stereo not given),i,i,i,i,i,0.0,i,9.19*,0.7,i,i
Cn1c(-c2ccc3nc(N)sc3c2)nc2cc(N)ccc21,i,i,i,i,i,-3.2,i,i,1.6,i,i
Cc1ccc(CN(C)C(=O)CCc2nc3sc4c(c3c(=O)[nH]2)CCCC4)o1,i,i,i,i,i,-1.0,i,i,1.3,i,i
CNC(=O)CCc1[nH]c2ccccc2c1Sc1ccccc1,i,i,i,i,i,-0.4,i,i,6.9,i,i
CCOC(=O)c1ccc(NC(=O)C2C3CCCCC32)cc1 (stereo not given),i,i,i,i,i,2.5,i,i,8.2,i,i
Cc1ccc(S(=O)(=O)[N-]c2nc3ccccc3nc2-n2cc[n+](CCC(C)C)c2)cc1,i,i,i,i,i,.,i,i,-8.3,i,i
CC(C)[C@H](CN(N=O)[C@@H](Cc1ccccc1)CN(C)N=O)N(CCc1ccccc1)N=O,i,i,i,i,i,-0.1,i,i,17.5,i,i
CC(C)N(C)CCOC(=O)C1COc2ccccc2O1 (stereo not given),i,i,i,i,i,0.0,i,i,-4.6,i,i
C/C(CC(=O)Nc1ccc(Cl)c(Cl)c1)=N\NC(N)=S,i,i,i,i,i,0.1,i,i,17.0,i,i
COc1ccccc1C(=O)N(Cc1cccs1)C1CCS(=O)(=O)C1 (stereo not given),i,i,i,i,i,-0.3,i,i,-0.2,i,i
Cc1cc(NC(=O)c2ccc([N+](=O)[O-])cc2)n(C)n1,i,i,i,i,i,0.4,i,i,2.4,i,i
CC1CN(C(=S)SCCN2C(=O)CCC2=O)CC(C)O1 (stereo not given),i,i,i,i,i,0.1,i,i,20.4,i,i
C=C(C)C(=O)N1CC2(CC(c3cccc(NC(=O)CC(c4ccccc4)c4ccccc4)c3)=NO2)C[C@H]1C(N)=O (stereo not given in full),i,i,i,i,i,-0.2,i,i,-14.1,i,i
CCC(=O)Oc1ccc(C(CC)C(CC)c2ccc(OC(=O)CC)cc2)cc1 (stereo not given),i,i,i,i,i,-0.1,i,i,20.1,i,i
COc1ccc(OC)c(S(=O)(=O)N2CCC(C(=O)N(C)Cc3ccccc3)CC2)c1,i,i,i,i,i,-0.4,i,i,24.3,i,i
COc1ccc(N2CCCC2)c(NC(=O)COc2ccccc2)c1,i,i,i,i,i,-0.3,i,i,13.2,i,i
CCO[C@H]1OC(C(=O)O)=C[C@@H](C(C)(C)C)[C@@H]1CCCO,i,i,i,i,i,0.1,i,i,11.0,i,i
COc1cc(C(CC(=O)N2CCCC2)c2c(OC)cc(OC)c3ccc(=O)oc23)cc(OC)c1OC (stereo not given),i,i,i,i,i,-0.5,i,i,22.8,i,i
CC(C)[C@H](NC(=O)c1ccccc1)C(=O)OCc1nc2scc(-c3ccccc3)c2c(=O)[nH]1,i,i,i,i,i,2.2,i,i,28.1,i,i
COc1ccc(/C=C(\NC(=O)c2ccccc2)C(=O)NCc2cccnc2)cc1,i,i,i,i,i,-0.4,i,i,-3.0,i,i
